High-throughput results as filed in PubChem BioAssay.
ELG1 DNA repair: ELG1-dependent DNA repair inhibition | HEK293T ELG1-luciferase reporter, luminescence, 16 h; DNA damage induced by 5-fluorouridine | Potency, µM (top dose mostly 46.1 µM), for inactives: at the highest dose activity change, negative = inhibition, hits mostly inhibitors | 330,000 compounds, 2.3% hits; note: potency is the fitted concentration of half-maximal effect; % is set by controls: 0 for no effect and ±100 for the full control effect; nearly all actives have a fitted effect of over 55% in size
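Luminescence from the luciferase reporter, measured 30 min after ONE-Glo reagent at room temperature, was the read-out. Beforehand, 2,000 cells per well were exposed for 16 hr at 37 °C to 5-fluorouridine together with compound or vehicle.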
Menin MLL FP TR: displaces Texas Red mutant MLL peptide from human menin; O00255; Menin + Texas Red MLL mutant peptide, fluorescence polarization; Potency, µM (highest dose often 61.6 µM), for inactives: at the highest dose FP activity change, negative = inhibition, hits mostly inhibitors; 270,000 compounds, 0.23% hits; AID 1768; active = well fitted inhibition curve with a large enough effect in the polarisation, with a control signal flat, not every such curve was filed as active; inconclusive = small, poorly fitted or top-dose-only effect, or effect the other way, or a change in a side signal; inactive = no such curve, though single readings can be large or run the other way; the % refers to the polarisation; note: potency is the fitted concentration of half-maximal effect; % of control where 0% means no effect; many of its hits are not listed in these tables
VP16 counter: inhibits Gal4-VP16 luciferase reporter, ROR gamma counter-screen | Drosophila S2 Gal4-VP16 UAS-luciferase, luminescence, 20 h | Potency, µM (highest dose often 53.6 µM), for inactives: at the top dose activity, negative = inhibition, usual class: inhibitors | 310,000 compounds, 3.5% hits;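 note: Gal4-VP16 expression switched on by copper sulfate through the metallothionein promoter; potency is the fitted concentration of half-maximal effect; % is set by controls: 0 for no effect and ±100 for the full control effect; nearly all actives have a fitted effect of over 50% in size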
FLuc modulator: inhibits or activates purified firefly luciferase, miR-21 counter-screen; P08659; purified FLuc, Km substrates, luminescence inhibition; Potency, µM (series often up to 57.5 µM), for inactives: top-dose activity change, negative = inhibition, hits mostly inhibitors; 360,000 compounds, 6.9% hits; AID 588342;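 note: potency is the fitted concentration of half-maximal effect; plate controls were vehicle for no effect and reference inhibitor for full effect; nearly all actives have a fitted effect of over 55% in size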
Target sequence (P08659 whole entry, looked up): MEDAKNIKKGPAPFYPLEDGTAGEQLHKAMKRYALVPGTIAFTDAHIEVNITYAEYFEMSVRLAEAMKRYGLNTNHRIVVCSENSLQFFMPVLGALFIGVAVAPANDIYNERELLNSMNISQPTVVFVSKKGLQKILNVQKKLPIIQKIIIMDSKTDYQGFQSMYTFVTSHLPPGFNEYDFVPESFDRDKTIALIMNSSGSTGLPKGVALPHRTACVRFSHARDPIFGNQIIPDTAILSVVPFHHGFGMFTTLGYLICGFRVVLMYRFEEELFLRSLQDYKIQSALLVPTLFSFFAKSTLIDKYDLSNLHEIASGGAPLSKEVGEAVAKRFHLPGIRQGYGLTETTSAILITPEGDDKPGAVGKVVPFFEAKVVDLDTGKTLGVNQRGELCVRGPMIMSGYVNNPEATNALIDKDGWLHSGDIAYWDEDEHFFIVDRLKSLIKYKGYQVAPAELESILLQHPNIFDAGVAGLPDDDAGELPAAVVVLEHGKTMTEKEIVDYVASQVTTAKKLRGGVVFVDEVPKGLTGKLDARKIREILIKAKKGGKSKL
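Biochemical qHTS of compounds, final roughly 60 µM downward over six points, against 10 nM purified firefly luciferase using Km concentrations of substrates (10 uM D-luciferin, 10 uM ATP) in Tris acetate pH 7.5 buffer; luminescence output.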
MBNL1-CUG inh: inhibitors of human MBNL1 binding to CUG repeat RNA. 280,000 compounds, 0.036% hits. Potency, µM (doses to about 57.5 µM), for inactives: at the top dose activity change, negative = inhibition, most hits filed as inhibitors. TR-FRET MBNL1-His/biotin-(CUG)12 binding, 665/545 ratio; active = well fitted inhibition curve with a large enough effect in the signal ratio, with a control signal flat, not every such curve was filed as active; inconclusive = small, poorly fitted or top-dose-only effect, or effect the other way, or a change in a side signal; inactive = no such curve, though single readings can be large or run the other way; the % refers to the signal ratio; note: potency is the fitted concentration of half-maximal effect; % is set by controls: 0 for no effect and ±100 for the full control effect
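MBNL1-His + Biotin-(CUG)12, cpd titration 92 nM–58 uM; Tb anti-His Ab 0.055 ng/ul, SA-XL665 5 nM (final); 60 min RT; ratiometric 665/545 nm, Ex 340 nm; normalized to buffer and full-complex controls.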
KCNH2 3.1 inh: KCNH2 3.1 (human) potassium channel inhibition; U2OS KCNH2 3.1, thallium flux FluxOr; hits give low values; activity change, % (tested at about 1.8 µM); 340,000 compounds, 0.95% hits; AID 720553;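 active = maximum activity change below -70%; inconclusive = maximum activity change from -70% to -50%; inactive = maximum activity change above -50%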;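 note: thallium influx rate constant from kinetic fluorescence after stimulation buffer; % is set by controls: 0 for no effect and ±100 for the full control effect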
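Channel expression came from 3.1 mutant virus (1.77 x 10^8 /mL) applied to suspended U2OS cells for 4 h. Flux was tracked with FluxOr dye plus Red40 quencher, and kinetic rate constants normalized to controls.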
NPC1 promoter act: activates the NPC1 promoter; 320,000 compounds, 2.4% hits; Potency, µM (titrated, usually from 9.22 µM), inactives show top-dose activation, usual class: activators; AID 485313; Huh7 NPC1 promoter luciferase reporter, 24 h;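 note: potency is the fitted concentration of half-maximal effect; % of control where 0% means no effect; nearly all actives have a fitted effect of over 60% in size; reporter is driven by a mutant NPC1 promoter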
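Huh7 cells stably carrying NPC1 promoter–luciferase, plated in Opti-MEM with 10% FBS for 2 h, were exposed to compound in DMSO for 24 h at 37 °C; luciferase reagent was added for 10 min and luminescence read.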
Mito fusion act: blocks mitochondrial division or promotes mitochondrial fusion; S. cerevisiae fusion-defective mutant growth rescue, CellTiterGlo 48 h; Potency, µM (top dose mostly 46.1 µM), without a hit: at the highest dose growth rescue (activation), hits mostly activators; 320,000 compounds, 0.23% hits;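 note: potency is the fitted concentration of half-maximal effect; % of control where 0% means no effect; nearly all actives have a fitted effect of over 45% in size; temperature-sensitive fusion mutants such as fzo1-1 at 37 °C on non-fermentable ethanol glycerol medium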
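Read-out: ATP-based luminescence (CellTiterGlo, 10 min ambient) reporting growth of fusion-defective ts yeast after 48 hours at 37C on glycerol/ethanol YPEG medium in the presence of compound.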
PKM2 act: activators of human pyruvate kinase M2 | Potency, µM (titrated, usually from 57.5 µM), for the others: top-dose activation, actives largely listed as activators | 260,000 compounds, 0.34% hits | P14618 | purified PKM2, Kinase-Glo ATP luminescence, activation; response scale: 0% is enzyme alone, no compound | AID 1631; note: potency is the fitted concentration of half-maximal effect; % is set by controls: 0 for no effect and ±100 for the full control effect; nearly all actives have a fitted effect of over 55% in size
Target sequence (P14618 whole entry, looked up): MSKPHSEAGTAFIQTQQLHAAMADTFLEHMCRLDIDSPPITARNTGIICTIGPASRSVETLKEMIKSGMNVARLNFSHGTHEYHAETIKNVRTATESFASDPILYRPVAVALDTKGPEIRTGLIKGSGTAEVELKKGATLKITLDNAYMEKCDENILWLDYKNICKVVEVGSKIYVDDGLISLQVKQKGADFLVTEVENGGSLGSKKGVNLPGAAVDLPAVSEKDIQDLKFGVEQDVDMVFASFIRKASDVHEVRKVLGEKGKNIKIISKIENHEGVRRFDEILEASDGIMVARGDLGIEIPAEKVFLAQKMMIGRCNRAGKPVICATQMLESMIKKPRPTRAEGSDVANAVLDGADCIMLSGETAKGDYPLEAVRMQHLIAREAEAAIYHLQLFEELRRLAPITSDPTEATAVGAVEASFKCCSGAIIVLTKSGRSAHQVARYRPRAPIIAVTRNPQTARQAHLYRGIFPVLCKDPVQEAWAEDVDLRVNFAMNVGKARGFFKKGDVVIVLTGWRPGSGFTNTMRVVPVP
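Kinase-Glo luminescence reports ATP generated from ADP (0.1 mM) and PEP (0.5 mM) by purified hPK-M2 after 1 h at room temperature, pH 7.2 imidazole buffer; intermediate enzyme activity allows detecting inhibitors and activators.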
Rab9 promoter act: activates the Rab9 promoter; 320,000 compounds, 2.8% hits; AID 485297; Potency, µM (doses to about 9.22 µM), for the others: at the highest dose activation, negative = inhibition, most hits filed as activators; Huh7 Rab9 promoter-luciferase reporter, luminescence, 24 h; note: potency is the fitted concentration of half-maximal effect; % of control where 0% means no effect; nearly all actives have a fitted effect of over 60% in size
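Using Huh7 cells stably transfected with Rab9 promoter–luciferase, compounds were incubated 24 h at 37 °C, 5% CO2; luciferase luminescence was read 10 min after reagent addition.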
RORgamma inh: ROR gamma (mouse) transcription inhibition | AID 2551 | P51450 | 310,000 compounds, 5.4% hits | Potency, µM (series often up to 53.6 µM), for the others: at the highest dose activity change, negative = inhibition, hits mostly inhibitors | Drosophila S2 Gal4-RORgamma UAS-luciferase reporter, 20 h; note: potency is the fitted concentration of half-maximal effect; % is set by controls: 0 for no effect and ±100 for the full control effect; nearly all actives have a fitted effect of over 60% in size
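Schneider cells (Drosophila), stable Gal4 DBD–ROR gamma + UAS-luc; 1 hr cmpd preincubation; Cu2+ induction 700 uM final; 20 hr ambient; luminescence.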
Numbers without * were called inactive; ? = inconclusive; nt = no result given; [ ] = remark or other dose. Unless noted, calls come from the whole dose curve; as a rule, active = well fitted curve in the direction sought with a large enough effect; inconclusive = small, poorly fitted or top-dose-only effect, or another doubt; inactive = no such curve, though single readings can be large; an effect the other way counts as inactive or inconclusive. Not all compounds are listed; the hit share may differ from the screen's.

SMILES | ELG1 DNA repair | Menin MLL FP TR | VP16 counter | FLuc modulator | MBNL1-CUG inh | KCNH2 3.1 inh | NPC1 promoter act | Mito fusion act | PKM2 act | Rab9 promoter act | RORgamma inh
O=C1CN(C(=O)COC(=O)Cc2ccccc2)c2ccccc2N1 | -3% | 10% | 2% | 0% | -1% | 9 | -2% | 7% | ? | -6% | -6%
c1ccc2c3c([nH]c2c1)CNCC3 | 7% | 8% | -4% | 2% | -10% | 1 | -4% | -3% | -7% | -2% | -15%
O=C(Cc1ccccc1)N1CCN(Cc2cccnc2)CC1 | 10% | -3% | 2% | 0% | 0% | 16 | 0% | -5% | -4% | -5% | 6%
Cc1ccc(-n2nc(C)c(C3C(C#N)=C(N)Oc4c3c(=O)oc3ccccc43)c2Cl)cc1 (stereo not given) | 2% | 1% | -1%[0.365 µM] | 3% | 9% | nt | 0% | 22% | -4% | -4% | -3%
C[C@]12CC[C@H]3C(CCC4(O)CC(O)CC[C@]34C=O)C1=CC[C@H]2c1ccc(=O)oc1 (stereo not given in full) | ? | -19% | -1% | 3% | -1% | 26 | -6% | 11% | nt | -22% | -10%
Cc1ccc(C)c(-c2nnc(NC(=O)C3=COCCO3)o2)c1 | ? | nt | nt | -17% | nt | 0 | 2% | 10% | nt | -4% | nt
Cc1ccc(/C=C2/Sc3ccc(C(=O)N4CCC5(CC4)OCCO5)cc3NC2=O)cc1 | 0% | 10% | -5% | 15µM* | 7% | 17 | -3% | 0% | nt | -2% | ?
O=C1NC(=S)NC(=O)C1=Cc1ccc(Br)s1 | 4% | 68%[activator] | 6.3µM* | ? | 10% | -14 | 1% | -1% | 4%[11.5 µM] | 3% | 20µM*
COc1cccc(C(=O)C2CCCN(Cc3ccc4nonc4c3)C2)c1 (stereo not given) | -22% | 0% | 6% | -2% | ? | 0 | -5% | -1% | 5% | 1% | 0%
O=C1C2CCCN2C(c2cccs2)N1c1ccc(Cl)cc1 (stereo not given) | ? | -17% | -6% | 0% | 2% | 3 | -3% | -1% | -2% | 18% | 5%
COC(=O)CC1NC2CCCCC2NC1=O (stereo not given) | 7% | 17% | -1% | -2% | -2% | -4 | 1% | -2% | -4% | 0% | -9%
COC(=O)[C@@H](NC(=O)c1cc(COc2cncc(Cl)c2)on1)c1ccccc1 | 14% | nt | 1% | ? | 4% | 5 | 16% | -4% | -1% | 20% | ?
CCCc1cc(=O)oc2cc(OCC(=O)N3CCN(Cc4ccc5c(c4)OCO5)CC3)ccc12 | ? | nt | -17% | 3% | -8% | -16 | 2% | 8% | nt | -2% | 27%
COC(=O)C1=C(c2c(C)noc2C)C[C@@H]2CC[C@H]1N2C(=O)NCCOc1ccccc1 | 20% | nt | nt | 2% | nt | 12 | 0% | -6% | nt | -2% | nt
O=[N+]([O-])c1cnc2ccc3ccccc3c2c1 | -8% | ? | 2% | -4% | ? | -3 | 3% | -18% | nt | 3% | ?
CCC1(C(=O)c2ccccc2)C2c3ccccc3OC(=O)C21C(C)=O (stereo not given) | -4% | nt | -7% | -1% | 0% | 4 | 0% | -3% | 0% | 0% | -28%
COC(=O)c1ccc(NC2=C(Cl)C(=O)OC2OC(=O)c2ccccc2)cc1 (stereo not given) | 38% | 4% | 1% | -9% | 1% | 2 | 0% | -10% | -8% | -3% | ?
Cn1c(=O)oc2cc(S(=O)(=O)N3CCCc4ccccc43)ccc21 | ? | -7% | -2% | 2% | -6% | 0 | -22% | -3% | 15% | -7% | 1%
Cc1ccc(NC(=O)c2snnc2C)cc1Cl | ? | 14% | 22% | -12% | -4% | 5 | -4% | 4% | 2% | -1% | 11%
COC(=O)C1C2c3ccccc3OC1(C)N=c1s/c(=C/c3cn(C)nc3C)c(=O)n12 (stereo not given) | -2% | 0% | 2% | 3% | 10% | 1 | -2% | 3% | 3% | 3% | 39%
CC12CN3CCN(C1)CC(C)(C3)C2=NN | 7% | nt | 3% | -1% | -1% | -7 | 0% | -9% | 4% | -3% | 13%
COc1ccc(N2CCN(CCc3ccncc3)CC2)cc1 | 1% | 0% | 5% | 1% | -3% | 5 | -3% | -3% | -5% | -5% | -20%
COC(=O)C1=C(c2ccccc2OCc2ccccc2)C[C@@H]2CC[C@H]1N2C(=O)NCc1cccc(F)c1 | ? | nt | nt | -2% | nt | -26 | -2% | ? | nt | -1% | nt
CCCNC1=C(C)C(=O)C2=C(C1=O)C(COC(N)=O)[C@]1(OC)C3NC3CN21 (stereo not given in full) | ? | -1% | 0% | -5% | ? | 28 | -5% | ? | 3% | -7% | -29%
O=C1NC(=O)C(=Cc2ccc(N3CCOCC3)o2)C(=O)N1 | ? | ? | 12% | -14% | ? | -9 | 1% | 14% | -3% | 2% | -2%
O=[N+]([O-])c1ccc(N2CCCCC2)c2ncccc12 | 13% | 0% | -16% | -17% | ? | 0 | 1% | -1% | -10% | -3% | -16%
COC(=O)C(O)(c1ccc(NC(=S)NC(=O)c2ccc(Cl)cc2Cl)cc1)C(F)(F)F (stereo not given) | -12% | -11% | ? | -1% | -19% | 6 | -1% | 2% | -3% | -4% | 5µM*
CCOP(=O)(OCC)c1nc(-c2ccc(F)cc2)oc1NCc1ccccc1 | ? | -13% | 0% | -2% | 1% | 0 | -3% | 1% | 0% | 0% | 23%
Cc1ccc2[nH]c3c(c2c1)CN(C(=O)CN1C[C@H]2C[C@@H](C1)c1cccc(=O)n1C2)CC3 | -5% | -9% | 5% | 0% | ? | -2 | 4% | 3% | 2% | 2% | 15%
CCCCn1c(O)c(C(C)=NC(C)c2ccccc2)c(=O)[nH]c1=O (stereo not given) | -24% | 18% | 3% | 5% | 1% | 7 | -2% | 18% | 0% | -10% | 16%
C#CCN1C(=O)S/C(=C\c2ccc(N3CCOCC3)cc2C)C1=O | ? | -5% | 25% | 2.4µM* | ? | 5 | ? | -4% | 1% | 2.8µM* | 11%
Cc1cc(C)nc(NC2=NCCS2)n1 | -7% | -10% | -3% | -3% | 11% | 4 | 1% | -2% | -5% | -5% | -13%
CCN1CC2C3CCC(C)(O3)C2C1 (stereo not given) | 0% | -10% | -4% | 2% | -7% | -12 | -1% | -5% | -9% | -3% | 26%
Cn1c(O)c(/C=C2\C=c3ccccc3=NC2=O)c(=O)n(C)c1=O | 3% | -1% | 8% | -20% | 23% | -2 | 2% | 2% | nt | -8% | 12%
O=c1[nH]c(=S)n(C2CC2)c(O)c1C=NCc1cccnc1 | -4% | nt | 1% | 1% | 1% | 27 | -2% | -4% | 14% | 1% | 10%
NC(=O)CN1C2CCC1CC(NC(=O)C1CC1)C2 (stereo not given) | 0% | 12% | -5% | 0% | 3% | -6 | -1% | -3% | -5% | 4% | 12%
COc1ccccc1CCNC(=O)CCC(=O)N1CC2C[C@@H](C1)Cn1c2cccc1=O | 30% | -2% | -1% | -1% | -4% | 4 | 7% | -1% | 0% | -1% | 4%

3 entries drawn at random from those above:
SMILES | ELG1 DNA repair | Menin MLL FP TR | VP16 counter | FLuc modulator | MBNL1-CUG inh | KCNH2 3.1 inh | NPC1 promoter act | Mito fusion act | PKM2 act | Rab9 promoter act | RORgamma inh
CCN1CC2C3CCC(C)(O3)C2C1 (stereo not given) | 0% | -10% | -4% | 2% | -7% | -12 | -1% | -5% | -9% | -3% | 26%
O=c1[nH]c(=S)n(C2CC2)c(O)c1C=NCc1cccnc1 | -4% | nt | 1% | 1% | 1% | 27 | -2% | -4% | 14% | 1% | 10%
Cn1c(O)c(/C=C2\C=c3ccccc3=NC2=O)c(=O)n(C)c1=O | 3% | -1% | 8% | -20% | 23% | -2 | 2% | 2% | nt | -8% | 12%
